Assay outcomes deposited in PubChem by Fisher Drug Discovery Resource Center.
hcGAS lum: Primary biochemical luminescence assay for human cyclic GMP-AMP synthase inhibitors; recombinant h-cGAS, ATP depletion, Kinase-Glo luminescence; Q8N884; 290,000 compounds, 0.081% hits; inhibition, % at 12.5 µM;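 also: 0% = vehicle reaction and 100% = reaction without DNA for no activity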
Target sequence (Q8N884 whole entry, looked up): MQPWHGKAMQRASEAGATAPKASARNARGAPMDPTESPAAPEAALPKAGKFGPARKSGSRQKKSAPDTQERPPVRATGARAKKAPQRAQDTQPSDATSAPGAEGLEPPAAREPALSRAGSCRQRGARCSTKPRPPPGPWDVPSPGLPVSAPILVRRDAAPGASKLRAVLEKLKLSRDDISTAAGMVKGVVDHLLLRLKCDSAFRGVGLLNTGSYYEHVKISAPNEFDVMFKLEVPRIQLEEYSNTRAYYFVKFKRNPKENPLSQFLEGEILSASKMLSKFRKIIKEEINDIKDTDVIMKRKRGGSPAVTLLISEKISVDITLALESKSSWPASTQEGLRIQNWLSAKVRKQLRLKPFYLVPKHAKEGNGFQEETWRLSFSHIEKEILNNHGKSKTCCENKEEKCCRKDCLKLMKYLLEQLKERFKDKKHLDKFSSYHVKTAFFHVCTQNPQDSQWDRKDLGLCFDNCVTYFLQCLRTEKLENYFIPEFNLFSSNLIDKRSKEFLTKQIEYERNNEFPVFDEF
mcGAS lum: cyclic GMP-AMP synthase inhibitors, mouse, primary biochemical chemiluminescence. Q8C6L5. recombinant cGAS, Kinase-Glo ATP depletion luminescence. inhibition, % at 12.5 µM. 160,000 compounds, 0.15% hits. AID 1259399, 2018;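 also: 0% = negative control wells and 100% = reference inhibitor with no enzyme activity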
NPYLR7 agonist: agonists of mosquito NPYLR7 receptor, primary screen, cell-based, Aedes aegypti, calcium fluorescence, mosquito biting behavior. Aedes aegypti neuropeptide Y-like receptor 7 (NPYLR7). HEK293T NPYLR7/Galpha15, GCaMP6s calcium fluorescence. activation, % at 10 µM. 270,000 compounds, 0.15% hits. AID 1259423, 2018; in the data active = activation above about 40%;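 also: 0% = vehicle and 100% = reference agonist at the receptor; some compounds past the cut are filed as inactive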
The depositor's hits bear a star; / = not tested or not shown. Rule as the data show it, unless noted: active = inhibition above about 40%; inactive = the rest.

#	Structure	hcGAS lum	mcGAS lum	NPYLR7 agonist
1	C=CCn1c(C(C)NC(=O)c2ccccc2)nc2ccccc21 (stereo not given)	1.1	-6.6	5.2
2	O=C(NCCCN1CCOCC1)c1c(O)nc2sccn2c1=O	-1.2	-5.9	-1.0
3	CC(Oc1cccc2cccnc12)C(=O)NC(=O)NC(C)(C)C (stereo not given)	4.5	-5.0	7.4
4	CCCCn1c(=O)c2c(nc3n(CCC)c(C)cn23)n(C)c1=O	2.5	/	-10.5
5	CC(Nc1ccccc1Oc1ccccc1)C(=O)N1CC(=O)Nc2ccccc21 (stereo not given)	-1.1	/	0.7
6	CN(C(=O)C1CCCCC1)C(c1ccccc1)c1ccccc1	1.7	/	5.5
7	O=S(=O)(c1cc(F)c(F)cc1Cl)N1CCC(c2cn(Cc3cccc(F)c3)c3ccccc23)CC1	-3.0	-4.9	2.6
8	COc1ccc(S(=O)(=O)NCCCN2CCOCC2)cc1N1CCN(C(=O)c2cc(Cl)cc(Cl)c2)CC1	-3.8	-5.6	17.9
9	Cn1c(=O)n(CC(N)=O)c(=O)c2c1nc1n2CCCN1c1ccc(Br)cc1	-10.3	-3.5	1.2
10	C=CCCC(O)(CCC=C)c1ccc(CN(CCN2CCOCC2)Cc2ccsc2)o1	-4.0	-4.0	5.4
11	CC(C)(C)c1nn(-c2cc(F)ccc2F)c(N)c1NC(=O)NCCN1CCOCC1	-3.6	/	5.2
12	Cc1ccccc1CSc1nc(=O)n(Cc2ccncc2)c2c1CCC2	-6.6	-11.0	-0.4
13	CN(Cc1ccc(Cl)s1)c1ccc(S(=O)(=O)NC2CC2)cn1	-7.1	/	6.5
14	COc1ccc(Nc2nc(-c3ccccc3)c3cc(C)ccc3n2)cc1	-0.3	-7.9	14.1
15	CC(C)c1nnc(CNc2ccc(C#N)cc2)o1	16.3	/	-3.3
16	Cn1c(SCC(=O)N2CCCC2)nnc1-c1ccco1	1.6	-5.2	2.5
17	O=C1C2CC=C(Cl)CC2C(=O)N1CCN1CCN(CCN2C(=O)C3CC=C(Cl)CC3C2=O)CC1 (stereo not given)	4.7	/	10.0
18	CC(C)COc1cccc(C(=O)Nc2ccc(N3CCOCC3)cc2N2CCOCC2)c1	-0.3	/	7.4
19	CCc1ccc(C(C2Sc3nc(CC)nn3C2=O)N2CCCC2)cc1 (stereo not given)	-12.6	-9.0	8.5
20	O=C(CN1CCn2nc(C(=O)O)cc2C1=O)c1ccccc1	-1.1	/	-8.5
21	Cc1nc(C)c(C(=O)NC2CC(=O)N(C3CCCCCC3)C2)s1 (stereo not given)	0.2	-2.0	-0.5
22	CCCC(=O)NCC(=O)N1CCN(C(C)c2ccccc2F)CC1 (stereo not given)	3.4	/	5.6
23	CCOC(=O)CCC(=O)N1CCN(c2cc(Oc3cccc(C)c3)ncn2)CC1C (stereo not given)	-3.6	-5.2	-8.0
24	CC(C)c1cc(CNC(=O)C(C)N2C(=O)c3cccc4cccc2c34)on1 (stereo not given)	-0.1	/	2.6
25	C#CCNC(=O)c1ccc(NCC2CC2)nc1	0.8	/	-0.7
26	COc1ccc(-c2cc3c(=O)n(Cc4nc(-c5ccccc5)oc4C)ccn3n2)cc1	-6.6	-10.3	11.5
27	CCCCc1nc(N2CCCN(C(=O)c3ccc(Cl)cc3Cl)CC2)c2c(-c3ccc4ccccc4c3)noc2n1	-2.3	-7.0	16.9
28	Cc1cccc(-c2nnn3c2nc(NCc2ccc(F)cc2)c2ccccc23)c1	-6.2	-7.4	-6.2
29	Cc1ccc(-n2nnnc2SCC(=O)NC(C)(C)C)cc1C	-0.9	-5.5	1.1
30	CC(=O)c1cnn(-c2cc(Oc3ccccc3F)nc(C)n2)c1C	-5.0	/	4.0
31	O=C(CSc1nc2c(c(=O)n1-c1ccccc1)SCC2)NC1CCCCC1	-5.9	/	-1.2
32	CN1C(=O)N(Cc2cccnc2)C(=O)C12CCN(Cc1cn(C)c3ccccc13)CC2	-13.9	-7.2	18.6
33	CC(=O)c1ccc(-c2nnc(CCC(=O)N3CCN(c4ccc(C)cc4)CC3C)o2)s1 (stereo not given)	-2.4	-14.7	5.0
34	CC(C)(C)c1ccc(-n2ncc(C(=O)NCc3ccccc3C(F)(F)F)c2N)cc1	4.5	/	0.9
35	Cc1cccc(NC(=O)N2CCC3(CC2)C(=O)N(CC(=O)N2CCCC2)CN3c2ccccc2)c1C	-7.0	-6.0	-5.4
36	COc1ccc(C(C)C)cc1S(=O)(=O)n1cnc(C)c1	1.5	-1.1	-2.1
37	COCCCN(CC(=O)N1CCc2sccc2C1c1ccc(Cl)cc1)S(=O)(=O)c1ccc(F)cc1 (stereo not given)	6.9	0.9	-3.2
38	Cc1noc(-c2cccnc2)c1C(=O)NCc1cccc(Cl)c1	2.7	1.7	14.1
39	Cn1ccc2c(-c3cccc(N4CCNCC4)n3)ccnc21	4.2	/	21.1
40	CCc1cnc(C)nc1N1CCc2[nH]nc(-c3ccc(F)c(F)c3)c2C1	2.3	-13.1	4.9
41	COCCCNC(=O)c1cc(-c2cccs2)nc2c1c(C)nn2C1CCS(=O)(=O)C1 (stereo not given)	-3.4	-7.7	2.4
42	CCOc1ccc2nc(N3CCCN(Cc4ccc(Sc5nncn5C)o4)CC3)nc(C)c2c1	-6.5	-10.6	2.9
43	COCCCNc1nc2nonc2nc1N1CCCC1c1ccccn1 (stereo not given)	-2.2	/	-6.6
44	CC(Cl)=CCSc1nc2c(c(=O)[nH]c(=O)n2C)n1CCCc1ccccc1	1.9	/	-7.8
45	Cc1cc(=O)n2c(-c3cccc(NC(=O)C(C)C)c3)csc2n1	-8.1	/	8.4
46	CC(C)(Oc1ccc(Cl)cc1)C(=O)NC1CCOc2ccccc21 (stereo not given)	-9.7	-7.3	8.8
47	Cc1noc(-c2ccccc2)c1NC(=O)Nc1nc([C@@H]2O[C@H](CO)[C@@H](O)[C@H]2O)cs1	-5.6	-5.1	16.3
48	O=C(CSc1nnc(Cn2ccc(=O)[nH]c2=O)o1)Nc1nccs1	-6.1	-9.6	-5.1
49	Cc1cc(NC(=O)C2CCN(c3nc4nc[nH]c(=O)c4s3)CC2)ccc1Br	-3.5	/	0.2
50	CCCCCCCCCC(=O)Nc1ccc(N2CCN(c3ccccc3OC)CC2)c(C(=O)NCc2cccnc2)c1	-7.4	-7.1	14.1

Quoted at random: 4 records from the list.
#	Structure	hcGAS lum	mcGAS lum	NPYLR7 agonist
46	CC(C)(Oc1ccc(Cl)cc1)C(=O)NC1CCOc2ccccc21 (stereo not given)	-9.7	-7.3	8.8
31	O=C(CSc1nc2c(c(=O)n1-c1ccccc1)SCC2)NC1CCCCC1	-5.9	/	-1.2
47	Cc1noc(-c2ccccc2)c1NC(=O)Nc1nc([C@@H]2O[C@H](CO)[C@@H](O)[C@H]2O)cs1	-5.6	-5.1	16.3
45	Cc1cc(=O)n2c(-c3cccc(NC(=O)C(C)C)c3)csc2n1	-8.1	/	8.4

(listing goes on)
#	Structure	hcGAS lum	mcGAS lum	NPYLR7 agonist
51	CCN(CC)c1ccc(CN2CCN3C(=O)CNC(=O)C3C2)c(C)c1 (stereo not given)	-4.3	/	12.0
52	CC(C(=O)NCCSCc1cccc2ccccc12)n1cncn1 (stereo not given)	1.8	/	-8.2
53	C[C@@]12C(=O)N(CC3CC3)c3ccccc3[C@@H]1[C@@H](C(N)=O)CN2S(C)(=O)=O	13.8	3.7	-13.5
54	CCOc1c(C)cnc2c1c(=O)n(CC(=O)N1CCCCCC1)c(=O)n2C	-7.8	-5.2	-0.3
55	COc1ccccc1CN1C(=O)O[C@@H]2CN(C(=O)c3ccc(=O)[nH]c3)C[C@@H]21	-6.7	-10.2	11.6
56	CCC(NC(=O)c1cccc(Cl)c1)C1c2cc(OC)c(OC)cc2CCN1Cc1ccccc1F (stereo not given)	-3.6	-4.4	0.6
57	CC1CCN(C(=O)CSc2nnc(-c3ccco3)n2-c2ccc(Cl)c(Cl)c2)CC1	-8.1	-8.0	/
58	CCC1CCc2nc(NC(=O)Cc3c(C)noc3C)sc2C1 (stereo not given)	-16.8	/	0.4
59	CCOC(=O)C1CCCN(C(=O)c2cccc(CSc3nc(COC)cc(N4CCN(C)CC4)n3)c2)C1 (stereo not given)	-3.8	-7.4	8.0
60	COc1cc2[nH]c3c(=O)n(CC(=O)N4CCN(c5ccccc5OC)CC4)cnc3c2cc1OC	-3.4	-6.9	/
61	O=C1C[C@H]2CC[C@@H](CN1)N2C(=O)CCc1cnccn1	-6.7	-11.7	15.2
62	COC(=O)c1c(C)c(C(=O)CN(CC2CCCO2)C(=O)c2cccc(C(F)(F)F)c2)c(C)n1C (stereo not given)	3.8	-1.3	-12.2
63	CN(C)S(=O)(=O)NCc1nnnn1-c1ccc(F)cc1	-6.2	-7.4	1.1
64	O=C(c1nc(C2CC2)nn1-c1cccc2cccnc12)N1CCCCCC1	-3.6	-9.6	-6.6
65	CC1(C)CC(=O)C(C(=S)Nc2ccccc2)=C(NCc2ccccc2)C1	-6.9	-8.6	-3.6
66	O=C(NCCCNC(=O)[C@H]1CCCN1S(=O)(=O)Cc1ccccc1)c1ccccc1	-5.9	-8.2	9.0
67	COc1ccc(-c2nc(SCC(=O)Nc3ccccc3)c3c(=O)n(C)c(=O)n(C)c3n2)cc1	-2.9	/	7.3
68	Cc1sc2nc(SCC(=O)Nc3ccccc3)n(-c3ccccc3)c(=O)c2c1C	-1.4	-3.4	-0.3
69	CN(C)CCNc1nc(-c2ccc3c(c2)OCO3)c2c(N)n(-c3ccc(Cl)cc3)nc2n1	-6.1	/	6.3
70	CCc1nnc(NC(=O)CN(CC)CC)s1	0.8	/	-3.7
71	O=C(Nc1nnc(C2CC2)s1)c1cc2c(s1)CCCCC2	-1.9	/	-0.3
72	COc1ccc(C(C2Sc3nc(C)nn3C2=O)N2CCC(O)CC2)cc1OC (stereo not given)	-9.0	/	9.7
73	O=C(C1CCN(C2CCN(Cc3cccc4nccnc34)CC2)CC1)N1CCCC1	-5.4	/	6.9
74	COc1cc(Nc2c(C#N)cnc3c(OC)cccc23)cc(OC)c1OC	-3.4	-4.5	21.0
75	CC(=O)CSC(C(N)=O)c1ccccc1 (stereo not given)	11.1	7.0	7.9
76	Cn1nc(CN2CCOCC2)c2c1CCN(C(=O)NCC1CCCO1)C2 (stereo not given)	-9.7	-3.7	/
77	Fc1ccc(Nc2nnns2)cc1	7.9	/	1.6
78	CC(C)CC(NC(=O)c1ccc(Cl)cc1Cl)C(=O)Nc1ncn[nH]1 (stereo not given)	-4.8	-18.2	1.7
79	CC(C)CCn1c(CN2CCN(Cc3ccccc3)CC2)nc2c1c(=O)[nH]c(=O)n2C	0.7	-7.6	1.0
80	O=C1NCCN2CCN(C(=O)c3ccccc3-c3ccccc3F)CC12 (stereo not given)	-4.6	/	-4.4
81	Cc1ccc(C)c(/C=C(/C(=O)N2CCOCC2)c2nc3ccccc3[nH]2)c1	-2.6	-9.0	15.1
82	COc1ccc(C2(C(=O)NCC3(O)CCNC3)CCCC2)cc1OC (stereo not given)	-2.7	-6.3	4.3
83	O=c1[nH]c(Nc2ccccc2)nc2nccc(-c3cccnc3)c12	-7.8	-3.5	2.0
84	COC(=O)CN(C(=S)Nc1ccc(F)cc1)C1CC(=O)N(c2ccc(OC)cc2)C1=O (stereo not given)	-1.8	-6.3	-9.9
85	CC(COc1ccccc1)NC1CCN(C(=O)Nc2ccccc2)CC1 (stereo not given)	-1.3	-8.3	2.1
86	Clc1ccc(N2CCCC2)c(NCc2nnnn2C2CC2)c1	-3.5	/	1.4
87	COC(=O)C1=C(C)NC(C)=C(C(=O)OC)C1c1cc(OC)ccc1OC	-4.3	-8.8	-9.4
88	CCOCCn1c(N2CCCC2)nc2c1c(=O)[nH]c(=O)n2C	-10.2	-6.4	/
89	CC(C#N)c1cccc(C(=O)N2CCN(Cc3ccc(-c4noc(-c5ccco5)n4)cc3)CC2)c1 (stereo not given)	-5.1	-5.8	-5.1
90	Nc1nc(N2CCOC(c3ccc(Cl)c(Cl)c3)C2)c2[nH]cnc2n1 (stereo not given)	-6.2	-11.3	4.2
91	O=C(Nc1ccc(I)cc1)N[C@@H](Cc1ccccc1)C(=O)N1CCC(C(=O)N2CCOCC2)CC1	-6.5	-8.0	-4.3
92	COc1cc(Nc2cc3c(cn2)cc(-c2cccnc2)n3C)cc(C(F)(F)F)c1	-5.2	-8.1	10.8
93	CC(C)CCn1c(N2CCN(c3ccccc3)CC2)nc2c1c(=O)[nH]c(=O)n2C	-5.5	/	0.5

Ordered by molar mass (descending): 3 of the compounds above
#	Structure	hcGAS lum	mcGAS lum	NPYLR7 agonist
10	C=CCCC(O)(CCC=C)c1ccc(CN(CCN2CCOCC2)Cc2ccsc2)o1	-4.0	-4.0	5.4
28	Cc1cccc(-c2nnn3c2nc(NCc2ccc(F)cc2)c2ccccc23)c1	-6.2	-7.4	-6.2
45	Cc1cc(=O)n2c(-c3cccc(NC(=O)C(C)C)c3)csc2n1	-8.1	/	8.4
